Compound activity deposited in PubChem BioAssay by several laboratories.
Vc quorum ag – induces V. cholerae light production without autoinducers | V. cholerae BH1578 lux reporter, luminescence, 6 h | activation, % at 18.7 µM | 0.16% of 350,000 active; in the data active = activation mostly above about 9.7%, no sharp cut-off; note: not every result past the cut was called active; inactives centre near 0; reference of the scale not given here
Anthrax LF prot – anthrax lethal factor protease inhibition | inhibition, % at 10 µM | multiplex microsphere protease cleavage assay, LF | 0.12% of 360,000 active | P15917; in the data active = inhibition above about 30%; note: plate controls were buffer without enzyme for full effect and enzyme alone for no effect
SSB-PriA inh – inhibitors of Klebsiella pneumoniae PriA binding to SSB C-terminal tail. AlphaScreen SSBct-PriA binding, biotinylated peptide. AID 1272365. 0.6% of 430,000 active. inhibition, % at 33 µM; in the data active = inhibition mostly above about 37%, no sharp cut-off; inactive = mostly below about 20%;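 note: plate controls were negative control peptide for no effect and reference peptide for full effect; strong numbers were not always called active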
3CLpro inhibitor – SARS-CoV 3CLpro protease inhibition; P0C6X7; recombinant SARS-CoV 3CLpro, quenched FRET peptide cleavage; inhibition, % at 6 µM; 0.14% of 290,000 active; AID 1706; in the data active = inhibition above about 12%
Rv3671c protease – inhibitors of M. tuberculosis serine protease Rv3671c. P9WHR9. inhibition, % at 5.96 µM. 0.048% of 320,000 active; in the data active = inhibition above about 38%;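 note: extracellular domain of Rv3671c used as enzyme; 0% = enzyme with DMSO and 100% = no enzyme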
Target sequence (P9WHR9 whole entry, looked up, the tested form may be a part): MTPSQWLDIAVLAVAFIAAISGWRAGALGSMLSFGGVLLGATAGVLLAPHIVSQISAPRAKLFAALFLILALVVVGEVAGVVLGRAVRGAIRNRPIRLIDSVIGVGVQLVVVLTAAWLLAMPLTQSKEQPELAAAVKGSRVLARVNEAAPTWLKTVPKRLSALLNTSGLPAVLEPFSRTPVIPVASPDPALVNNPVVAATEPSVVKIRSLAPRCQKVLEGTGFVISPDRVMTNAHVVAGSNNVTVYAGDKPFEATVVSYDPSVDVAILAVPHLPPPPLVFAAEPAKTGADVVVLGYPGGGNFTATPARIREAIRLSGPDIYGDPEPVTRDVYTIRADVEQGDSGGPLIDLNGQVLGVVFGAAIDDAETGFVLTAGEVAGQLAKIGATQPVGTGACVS
MazEF act – activators of E. coli MazEF toxin-antitoxin RNase; activation, % at 20 µM; 0.32% of 350,000 active; P0AE70; FAM/BHQ RNA-DNA oligo cleavage fluorescence, 5 h; in the data active = activation above about 50%
Target sequence (P0AE70 whole entry, looked up): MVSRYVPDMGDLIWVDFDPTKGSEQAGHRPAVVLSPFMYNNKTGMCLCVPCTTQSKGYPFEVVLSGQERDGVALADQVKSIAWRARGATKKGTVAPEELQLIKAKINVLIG
TcdB inh – inhibitors of Clostridioides difficile toxin B glycohydrolase. TcdB glycohydrolase enzymatic assay, plate reader. 0.24% of 350,000 active. P18177. inhibition, % at 9.99 µM; in the data active = inhibition above about 10%
PfHsp40 rescue – rescue of PfHsp40-mediated yeast toxicity. 0.68% of 340,000 active. growth rescue, % at 12.5 µM. S. cerevisiae expressing PfHsp40, growth rescue, ATP luminescence; in the data active = growth rescue above about 28%, passing the limit was not always enough;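 note: yeast W303a lacking pdr1 and pdr3 grown in galactose medium; growth measured after three days at 30 °C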
VHR inh abs – blocks human VHR1 dual specificity phosphatase | P51452 | recombinant VHR phosphatase, pNPP absorbance | inhibition, % at 13.3 µM | 0.52% of 290,000 active | AID 1654; in the data active = inhibition above about 50%; note: some compounds called inactive have numbers as strong as hits
Target sequence (P51452 whole entry, looked up): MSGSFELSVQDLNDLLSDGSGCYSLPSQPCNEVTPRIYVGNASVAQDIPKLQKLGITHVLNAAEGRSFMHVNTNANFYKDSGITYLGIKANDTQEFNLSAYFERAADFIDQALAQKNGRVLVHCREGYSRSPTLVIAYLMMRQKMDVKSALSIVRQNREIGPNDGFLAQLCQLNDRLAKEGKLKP
Y pestis TopoI – inhibitors of Yersinia pestis topoisomerase I; Y. pestis Topo-I cleavage product accumulation, plate reader; activity, % at 10 µM; 0.064% of 360,000 active; in the data active = activity above about 50%, passing the limit was not always enough; note: inactives centre near 2
* = called active by the depositor; i = inactive; · = not tested or not shown; & = joins results of further samples. Not all compounds are listed; rates above refer to the full screens.

SMILES	Vc quorum ag	Anthrax LF prot	SSB-PriA inh	3CLpro inhibitor	Rv3671c protease	MazEF act	TcdB inh	PfHsp40 rescue	VHR inh abs	Y pestis TopoI
Nc1ncn(-c2ncc(C(F)(F)F)cc2Cl)n1	-0.5	-5	-6	0	4	-4	0.6	-0.4	26	-11
CC(=O)O[C@H]1[C@H]2O[C@]23[C@@H]2CC[C@]4(O)C[C@@H](O)CC[C@]4(C)C2CC[C@]3(C)[C@H]1c1ccc(=O)oc1 (stereo partly specified)	-11	-1	-8	·	5	1	·	0.1	·	-3
C=CCn1c(SCC(=O)NCC2CCCO2)nnc1-c1ccccc1 (stereo unspecified)	i	-2	3	3	13	6	0.2	-1.5	11	8
O=C(COC(=O)/C=C/c1ccccc1)NCCC1=CCCCC1	-0.6	-1	3	-2	-15	0	-0.4	0.0	8	24
N#CC(C#N)=Cc1ccc(OCC(=O)N2CCOCC2)cc1	i	-4	-2	3	-2	16	1.7	-0.1	8	4
CCS(=O)(=O)c1ccc(O)c(NC(=O)COc2ccc(OC)cc2)c1	2.6	2	-9	-1	-3	1	·	16	-8	1
CC1CCN(S(=O)(=O)c2ccc3c(c2)n(C)c(=O)n3C)CC1	-0.7	-5	8	-6	-6	4	1.2	1.2	48	4
CCN([C@H](CO)CC(C)C)S(=O)(=O)c1ccccc1	-2.0	0	-5	·	·	8	1.6	-0.6	·	2
CCN(CC)S(=O)(=O)c1ccc(N2CCOCC2)c(NC(=O)COc2ccccc2C)c1	2.6	2	-6	·	2	-1	2.4	1.5	·	27
COC(=O)C1=C(C)NC(=O)/C1=C\c1cc(C)n(-c2cccc(C)c2)c1C	i	-5	16	0	1	22	·	1.3	8	5
Cc1cccc(NC(=O)C2c3ccccc3C(=O)N3CCc4ccccc4C23)n1 (stereo unspecified)	-0.3	-2	-24	-6	3	2	·	0.5	18	10
COc1ccc(CN2CCN(C(C)C)C(CCO)C2)cc1Cn1cccn1 (stereo unspecified)	i	0	1	7	5	4	-0.7	-1.3	22	4
CCOC(=O)CN1C(=O)C(O)=C(C(C)=O)C1c1ccc([N+](=O)[O-])cc1 (stereo unspecified)	-0.5	-2	-12	-2	-5	3	·	-0.5	0	1
Cc1cc(=O)c2ccccc2s1	i	-7	1	2	-8	-4	1.3	-1.1	8	-5
Cc1ccc(NC(=O)CSCC(=O)Nc2ccc(N3CCOCC3)cc2N2CCOCC2)cc1	i	3	-19	·	·	8	0.5	-0.2	·	9
CC1=C(C(=O)Nc2cccc(C(=O)NC3CCCC(C)C3C)c2)SCCO1 (stereo unspecified)	0.5	0	3	-2	0	15	1.8	1.5	-2	24
O=C(O)C1CCCN1c1ncccc1[N+](=O)[O-] (stereo unspecified)	i	5	-4	-8	7	-4	-0.6	0.8	14	4
COc1ccccc1N1CCN(C(=O)CN2C(=O)c3ccccc3C2=O)CC1	i	-1	-17	5	-7	-10	1.3	-0.1	11	-2
O=C(NCc1ccccc1)c1cccc(NC(=O)C2CCCCC2)c1	-0.7	4	-9	·	·	-1	1.2	0.7	·	-6
Clc1ncccc1-c1nc2ccccc2n1Cc1ccccc1	2.6	3	-9	4	-1	0	1.7	-2.3	15	5
O=C(CCc1nnc(-c2ccsc2)o1)NCc1ccccc1OC(F)(F)F	i	0	-15	2	-6	6	2.0	-0.1	0	-6
Cc1cc(NC2CCCCC2)nc(NCc2ccccc2)n1	-2.3	1	10	-1	-9	37	0.9	0.4	-3	10
CCOC(=O)CN(C(=O)CSc1nnc(CNc2ccc(C)cc2C)n1CC)c1ccccc1	i	-11	-16	5	7	1	·	-0.2	8	34
CN(C)S(=O)(=O)c1ccc(NC(=O)Cn2ccsc2=N)cc1	-0.9	-4	-1	1	-3	9	-1.3	-0.3	2	-3
CC(=O)c1ccc(Oc2ncnc(N)c2[N+](=O)[O-])cc1	i	7	-12	2	-1	4	-1.7	-0.5	-16	7
COc1ccc(C2CCCN2CC(O)COc2ccccc2C(C)C)cc1 (stereo unspecified)	-0.1	-7	-5	2	-2	4	-0.9	0.2	-23	6
O=C1NCC(O)=C1C=NC12CC3CC(CC(C3)C1)C2	0.9	0&-1	-1&-7	-3&-9	0&-8	7&3	-0.3&-0.7	0.2&-0.8	-9&4	9&8
COc1ccc(NS(=O)(=O)c2ccc3nc(COc4cccc5ccccc45)[nH]c3c2)cc1	i	-4	-9	7	-243	2	·	4.4	21	-12
CCOc1nc(NC(=O)NS(=O)(=O)c2cccc(Cl)c2)nc(-c2ccccc2)n1	i	0	-1	-5	-1	10	1.9	-1.9	-4	7
CCc1ccc(/C=C2/C(=O)N(C)C(=S)N2CC(=O)OC)s1	-0.3	0	-2	1	0	-6	4.7	0.4	38	6
O=C(Nc1ccc(S(=O)(=O)N2CCOCC2)cc1)c1cc([N+](=O)[O-])ccc1Cl	-0.2	-8	7	0	3	-2	-0.2	0.1	-1	-11
O=C(CCN1C(=O)c2cccc3cccc(c23)C1=O)Nc1ccon1	-0.4	0	-10&0	-2	-15	17	-0.2	-0.7	-3	6
Cc1cc(C)nc(SCCN2CCOCC2)n1	·	-3	·	-4	11	0	·	0.5	29	2
COc1ccc(CNC(=O)C(=O)NCCCn2ccnc2)cc1	i	-6	0	-1	3	5	0.1	-0.1	0	-2
O=[N+]([O-])c1cccnc1N1CCC(c2cc(-c3ccc(Cl)cc3)n[nH]2)CC1	i	-7	-10	6	-25	10	·	4.2	16	6
Cn1c(=O)c2c(nc(Oc3ccccc3)n2C)n(C)c1=O	2.6	1	-6	-1&-1	5	5	·	0.1	16&6	-3
CCCc1ccc(C(O)c2ncc(-c3ccc(OC)cc3)[nH]2)cc1 (stereo unspecified)	i	-5	·	·	·	·	1.3	·	·	-13
O=C(Nc1cccc(S(=O)(=O)NC2=NCCC2)c1)c1ccc(OC(F)F)cc1	-1.6	-3	-3	·	-1	-3	-0.5	-0.5	·	-1
Cc1ccc(OCc2nnc(SCC(=O)Nc3cc(C)on3)n2C)cc1	-0.2	-6	-9	-4	-4	-2	·	0.2	18	7
Cc1nc(C)c(C(=O)NNC(=O)Nc2ccc(Cl)cc2)s1	-0.4	-6	0	6	7	-3	0.5	-1.6	36	0

Overlap with the part before: 5 entries, followed by the next part.
SMILES	Vc quorum ag	Anthrax LF prot	SSB-PriA inh	3CLpro inhibitor	Rv3671c protease	MazEF act	TcdB inh	PfHsp40 rescue	VHR inh abs	Y pestis TopoI
Cn1c(=O)c2c(nc(Oc3ccccc3)n2C)n(C)c1=O	2.6	1	-6	-1&-1	5	5	·	0.1	16&6	-3
CCCc1ccc(C(O)c2ncc(-c3ccc(OC)cc3)[nH]2)cc1 (stereo unspecified)	i	-5	·	·	·	·	1.3	·	·	-13
O=C(Nc1cccc(S(=O)(=O)NC2=NCCC2)c1)c1ccc(OC(F)F)cc1	-1.6	-3	-3	·	-1	-3	-0.5	-0.5	·	-1
Cc1ccc(OCc2nnc(SCC(=O)Nc3cc(C)on3)n2C)cc1	-0.2	-6	-9	-4	-4	-2	·	0.2	18	7
Cc1nc(C)c(C(=O)NNC(=O)Nc2ccc(Cl)cc2)s1	-0.4	-6	0	6	7	-3	0.5	-1.6	36	0
Nn1c(Cc2ccccc2F)nnc1SCn1nnc2ccccc2c1=O	-0.6	2	-2	4	-8	4	·	7.7	34	10
Cc1ccc(C(=O)c2ccccc2C(=O)OCC(=O)N2CCCC2)cc1	i	0	-14	·	2	10	3.0	-1.3	·	13
O=C(NNC(=S)Nc1ccc(Cl)cc1Cl)c1cccnc1	i	-4	5	·	5	4	1.8	-1.4	·	-9
CCc1nnc(NC(=O)C2CCCN2S(=O)(=O)c2ccc(C)cc2)s1 (stereo unspecified)	·	4	-10	1	-2	-5	·	-0.2	-4	-5
O=C(CNC(=O)c1cccs1)N/N=C/c1cccc(Br)c1	-0.4	-3	·	0	·	-4	-3.1	0.6	17	1
CCOC(=O)N1CCC(N2CCN(S(=O)(=O)c3ccc(Cl)cc3)CC2)CC1	-3.6	2	-8	-3	9	-23	·	-0.7	-10	19
O=C(NCC(=O)N1CCCCCC1)c1ccc(Br)cc1	1.5	-13	-2	2	0	6	0.7	-1.5	0	6
Cc1nn2c(N)c(-c3ccccc3)cnc2c1-c1ccccc1	-0.7	6	-11	-3	1	19	0.8	-0.8	1	1
CC1CC1C(=O)OCC(=O)c1c(N)n(C)c(=O)n(C)c1=O (stereo unspecified)	-0.3	2	4	1	-11	4	0.5	0.6	3	-1
COc1ccc(NC(=O)N2CCN(S(C)(=O)=O)CC2)c(OC)c1	i	-4	-23	1	6	6	-0.6	-1.1	20	2
CCNC(=S)N1CCC(C(=O)c2ccc(F)cc2)CC1	0.8	1	·	·	·	-6	1.0	·	·	-11
O=C(CSc1ncc(-c2ccc(F)cc2)[nH]1)NCc1ccco1	-12	-3	9	1	-1	5	·	-1.7	-8	-15
COc1cc(CCC(=O)Nc2cccc(S(=O)(=O)N(C)C)c2)cc(OC)c1OC	1.5	-4	-7	0	8	0	·	-1.0	-1	-7
Cc1nc2c3ccccc3nc(NNC(=O)CCC(=O)N3CCCC(C)C3)n2n1 (stereo unspecified)	-0.3	4	-13	-3	-5	-2	1.9	0.9	-5	5
C/C(=N/NC(=O)OC(C)(C)C)c1ccco1	i	-1	·	0	-1	0	0.6	-2.8	-13	3
NC(=O)CC(NC(=O)c1ccc(Br)cc1)c1ccc(N2CCN(c3ccccn3)CC2)c([N+](=O)[O-])c1 (stereo unspecified)	-0.3	-5	-5	·	-1	-8	0.8	1.0	-9	-4
CCn1cc(CN2CCC(n3nccc3NC(=O)C3CCCC3)CC2)cn1	-0.3	-2	1	0	-1	9	2.3	-0.2	14	-6
CC1Cc2cc(/C=C3/SC(=S)N(C)C3=O)ccc2O1 (stereo unspecified)	-0.6	0	6	-4	2	-11	0.5	·	1	6
Cc1noc(/C=C/N(C)C)c1S(=O)(=O)N1CCCC(C(=O)NCc2ccco2)C1 (stereo unspecified)	0.0	1	4	-2	-3	16	6.2	-0.6	4	3
CCOc1ccc(NC(=O)CCN2CCN(c3ccccc3)CC2)cc1	-0.6	3	0	-1	9	2	·	-0.7	-2	0
S=c1[nH]nc(-c2ccccc2Cl)n1CC1CCCO1 (stereo unspecified)	-0.1	-1	-9	4	-1	3	·	-0.8	-5	0

A different layout for 4 compounds above.
Each structure is followed by: Vc quorum ag, Anthrax LF prot, SSB-PriA inh, 3CLpro inhibitor, Rv3671c protease, MazEF act, TcdB inh, PfHsp40 rescue, VHR inh abs, Y pestis TopoI
- Cc1nc2c3ccccc3nc(NNC(=O)CCC(=O)N3CCCC(C)C3)n2n1 (stereo unspecified)
    -0.3, 4, -13, -3, -5, -2, 1.9, 0.9, -5, 5
- C/C(=N/NC(=O)OC(C)(C)C)c1ccco1
    i, -1, ·, 0, -1, 0, 0.6, -2.8, -13, 3
- NC(=O)CC(NC(=O)c1ccc(Br)cc1)c1ccc(N2CCN(c3ccccn3)CC2)c([N+](=O)[O-])c1 (stereo unspecified)
    -0.3, -5, -5, ·, -1, -8, 0.8, 1.0, -9, -4
- CCn1cc(CN2CCC(n3nccc3NC(=O)C3CCCC3)CC2)cn1
    -0.3, -2, 1, 0, -1, 9, 2.3, -0.2, 14, -6
